GAA spleen mod – lysosomal alpha-glucosidase (human) modulation; AID 2112; human spleen homogenate, 4-MU-alpha-glucoside fluorescence; actives 0.006% (n = 240,000); Potency, µM (titrated, usually from 79.9 µM), for inactives: at the highest dose activity change, negative = inhibition, actives largely listed as inhibitors; P10253;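 also: 0% = enzyme with vehicle and -100% = no enzyme basal signal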
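Enzyme source: human spleen homogenate, 1 ug/well. Buffer 50 mM citric acid/K phosphate pH 5.0, 0.01% Tween-20. 4-MU-alpha-glucoside 1 mM; 37 C x 40 min; NaOH/glycine stop; fluorescence.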
ALDH1A1 block – blocks purified human ALDH1A1 activity; P00352; Purified ALDH1A1, NADH fluorescence, propionaldehyde substrate; Potency, µM (titrated, usually from 75.3 µM), for inactives: at the top dose activity, negative = inhibition, most hits filed as inhibitors; actives 7.3% (n = 220,000); AID 1030; active = well fitted inhibition curve with a large enough effect, not every such curve was filed as active; inconclusive = small, poorly fitted or top-dose-only effect, or another doubt; inactive = no such curve, though single readings can be large or run the other way;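 also: plate controls were no enzyme wells and a reference inhibitor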
Target sequence (P00352 whole entry, looked up): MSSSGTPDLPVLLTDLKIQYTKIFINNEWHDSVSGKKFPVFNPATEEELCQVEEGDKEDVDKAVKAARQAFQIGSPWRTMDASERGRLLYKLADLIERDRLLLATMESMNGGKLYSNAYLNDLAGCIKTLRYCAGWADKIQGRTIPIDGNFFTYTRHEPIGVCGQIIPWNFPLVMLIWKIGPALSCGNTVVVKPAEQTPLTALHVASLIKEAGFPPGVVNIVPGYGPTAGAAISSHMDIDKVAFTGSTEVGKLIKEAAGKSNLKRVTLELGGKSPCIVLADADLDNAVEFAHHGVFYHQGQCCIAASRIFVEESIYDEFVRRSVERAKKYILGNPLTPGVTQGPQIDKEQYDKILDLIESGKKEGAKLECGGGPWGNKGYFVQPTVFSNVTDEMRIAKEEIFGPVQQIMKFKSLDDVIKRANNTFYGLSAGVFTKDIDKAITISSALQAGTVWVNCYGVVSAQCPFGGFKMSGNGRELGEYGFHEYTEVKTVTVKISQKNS
NPSR antagonist – antagonists of human neuropeptide S receptor cAMP signaling; AID 1461; Q6W5P4; actives 1% (n = 220,000); CHO-NPSR cells, cAMP TR-FRET, antagonist mode; Potency, µM (top dose mostly 38.3 µM), without a hit: top-dose activity change, negative = inhibition, hits mostly inhibitors; also: % is scaled to controls: 0 for no effect and ±100 for the full control effect; nearly all actives have a fitted effect of over 50% in size; many of its hits are not listed in these tables
GAA glycogen mod – GAA glycogen-cleavage inhibition or activation; actives 0.38% (n = 300,000); Potency, µM (highest dose often 76.4 µM), for the others: at the top dose activity change, negative = inhibition, actives largely listed as inhibitors; P10253; recombinant GAA, glycogen substrate, Amplex Red glucose oxidase fluorescence;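 also: 0% = full enzyme reaction and -100% = no-enzyme basal signal; the screen sought inhibitors and activators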
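Recombinant enzyme (4 nM final) with compounds titrated up to 77 uM and bovine liver glycogen (30 ug) in citrate pH 5.0, 0.01% Tween-20, 37 C 40 min. Released glucose detected by Amplex Red/glucose oxidase (Ex 573/Em 610); AC50 from Hill fits.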
GAA inh – alpha-glucosidase (human) inhibition | P10253 | purified human GAA, 4-MU-alpha-glucoside fluorescence | Potency, µM (titrated, usually from 76.9 µM), for the others: at the highest dose activity change, negative = inhibition, usual class: inhibitors | actives 0.005% (n = 200,000) | AID 1466;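 also: plate controls were uninhibited enzyme wells for no effect and no-enzyme background for full effect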
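AC50 values come from Hill fits of compound titrations (up to 77 uM) against 4 nM human enzyme. Substrate 4-methylumbelliferyl-alpha-D-pyranoside at 400 uM, pH 5.0 citrate buffer, 20 min room temperature; fluorescence Ex 365/Em 440 after alkaline stop.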
Epigenetic derep – derepresses silenced GFP reporter in murine cells; AID 1865; actives 0.2% (n = 280,000); Potency, µM (highest dose often 53.9 µM), inactives show top-dose GFP activation, usual class: activators; murine LDR cells, GFP reporter derepression, 30 h; also: % of control where 0% means no effect; nearly all actives have a fitted effect of over 60% in size
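Murine LDR cells bearing a silenced CMV-driven GFP reporter were exposed to compound for 30 h at 37 C. After PBS washes, GFP-positive cells (20-120 um objects) counted by laser-scanning microplate cytometry.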
Tau fluor counter – counter-screen for tau fibril formation inhibitors; tau K18 P301L Alexa594 fluorescence, heparin fibrillization; Potency, µM (titrated, usually from 57.7 µM), for the others: at the top dose activity change, negative = decrease; actives 0.93% (n = 280,000); also: % is scaled to controls: 0 for no effect and ±100 for the full control effect; nearly all actives have a fitted effect of over 55% in size
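Human tau K18 P301L (15 uM unlabeled, 0.24 uM Alexa 594-labeled) in 100 mM sodium acetate pH 7 with 20 uM heparin, 6 hr at 37 C. ThT 30 uM added, 1 hr ambient; Alexa 594 FP and total fluorescence read at 555/632 nm.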
aGal spleen mod – alpha-galactosidase A (human) modulation; human spleen homogenate, 4MU-alpha-Gal fluorescence, 40 min; Potency, µM (series often up to 80 µM), for the others: top-dose activity change, negative = inhibition, hits mostly inhibitors; actives 0.008% (n = 240,000);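 also: 0% = enzyme with vehicle and -100% = no enzyme basal signal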
Target sequence (P06280 32-429 limits assumed): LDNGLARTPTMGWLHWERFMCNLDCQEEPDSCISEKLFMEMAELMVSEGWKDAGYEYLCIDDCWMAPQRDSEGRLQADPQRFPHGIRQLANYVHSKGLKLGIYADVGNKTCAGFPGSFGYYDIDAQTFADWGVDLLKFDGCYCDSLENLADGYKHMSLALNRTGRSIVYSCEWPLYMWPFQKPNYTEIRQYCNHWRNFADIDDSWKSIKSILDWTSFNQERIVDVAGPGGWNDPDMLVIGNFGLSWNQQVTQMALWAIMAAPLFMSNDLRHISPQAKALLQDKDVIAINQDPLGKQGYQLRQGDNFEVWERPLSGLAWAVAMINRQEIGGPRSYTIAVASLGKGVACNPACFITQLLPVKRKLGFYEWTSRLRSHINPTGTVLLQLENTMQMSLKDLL
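Spleen homogenate 1 ug + cpd (titration) + 4-MU-alpha-D-galactopyranoside 1 mM; 37C 40 min; 50 mM citrate/phosphate pH 5.0, 0.01% Tween-20; stop pH 10; fluorescence 365/440; AC50 via Hill.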
Numbers without * were called inactive; ? = inconclusive; . = no result given; [ ] = remark or other dose. Unless noted, calls follow the shape of the dose curve; as a rule, active = well fitted curve in the direction sought with a large enough effect; inconclusive = small, poorly fitted or top-dose-only effect, or another doubt; inactive = no such curve, though single readings can be large; an effect the other way counts as inactive or inconclusive. Potency is read from the fitted curve at half-maximal effect.

Sequence of screens – GAA spleen mod, ALDH1A1 block, NPSR antagonist, GAA glycogen mod, GAA inh, Epigenetic derep, Tau fluor counter, aGal spleen mod
- COc1ccc(CCNc2cc(C)nc3c(-c4ccccc4)cnn23)cc1OC
 : 0%, 1%, -41%, -1%, 2%, 0.0%, 2%, 5%
- CC(C)Cc1cc(C(=O)NCc2ccco2)no1
 : 2%, 4%, -8%, 12%, ., -0.2%, 0%, -2%
- Cn1ncc(N=Cc2c(O)ccc3ccccc23)c1C(=O)Nc1cccc(Cl)c1
 : 6%, -5%, -31%, -4%, 1%, ?, ?, -3%
- CCC(=O)Nc1cccc2ccccc12
 : 4%, 0%, -1%, 7%, ?, 0.0%, -6%, -5%
- CCC1(CC)Cc2ccccc2C(=O)N1
 : 4%, ., ?, 4%, ., -1.0%, 2%, 7%
- Cc1cnc(C)c(N2CCN(Cc3cn(C)nc3-c3cccc(Cl)c3)CC2)n1
 : 4%, ?, 17%, 19%, ?, 0.9%, -12%, -17%
- NC(=O)COC(=O)/C=C/c1ccccc1[N+](=O)[O-]
 : -1%, -6%, 3%, 5%, 1%, 4.2%, 4%, -4%
- COC(=O)c1nc2ccccc2s1
 : -2%, ?, 8%[46.1 µM], 3%, 0%, -3.6%, 1%, -5%
- O=C(CN1CCCC1)Nc1ccc(NC(=O)Nc2ccccc2Cl)cc1
 : -11%, 3%, -2%[46.1 µM], 0%, -8%, 0.8%, -18%, -3%
- Cc1ccc(C(=O)CC(C(=O)O)P(=O)(c2ccccc2)c2ccccc2)cc1 (stereo unspecified)
 : 0%, -7%, 8%, 6%, 6%, -9.7%, 4%, 3%
- C#CCNC(=O)C1=C[C@H](c2ccc(Br)cc2)[C@@H](CCCO)[C@H](OCC)O1
 : -15%, 2%, 16%, -12%, ., -3.0%, -2%, 3%
- O=C(NNC(=S)NC(=O)c1cccs1)c1cccnc1
 : 1%, ?, -7%, ?, 3%, -2.8%, 7%, 0%
- CC(=NC(C)C)C1=C(O)C(C)OC1=O (stereo unspecified)
 : 2%, 6%, 18%, -5%, 3%, 0.0%, 11%, 3%
- Cc1c(C#N)c2ncn(Cc3ccccc3)c(=O)c2n1-c1ccccc1
 : -2%, 4%, -9%[46.1 µM], -7%, 3%, -0.7%, 1%, -11%
- C/C(CC(=O)Nc1ccc2ccccc2c1)=N\NC(=O)c1cnccn1
 : -4%, ?, 3%, ?, 0%, -1.0%, -21%, 9%
- CCSc1nnc(COc2ccccc2)n1CC
 : -4%, ., 3%, 2%, ., 0.0%, -11%, 1%
- CCOCCN1CCN(C(=O)CN2CCCC2=O)CC1
 : -3%, -4%, 14%, 6%, 1%, -1.0%, 0%, -6%
- COC(=O)C1=C(C(=O)OC)[C@@H]2Nc3ccccc3[C@@]23C[C@@H](C(=O)OC)N(S(=O)(=O)c2ccc([N+](=O)[O-])cc2)C3=N1
 : -17%[17.4 µM], -2%[13.5 µM], ., ., ., ., -15%[11.6 µM], 3%[17.5 µM]
- Cc1oc(-c2ccc(Cl)cc2)nc1CN1CCCC(C(=O)NCCCN2CCCC2=O)C1 (stereo unspecified)
 : 4%, 6%, 2%[46.1 µM], ?, -4%, -0.2%, -4%, 6%
- Cc1cc(C)c(OCCN(C)Cc2ccccc2)c(Br)c1
 : -4%, 3%, -27%, -2%, 0%, -1.3%, -6%, 3%
- [O-]/C(=C(\C(=S)Nc1ccc(Cl)cc1)[n+]1ccccc1)c1ccc(OC(F)F)cc1
 : -9%, ?, -10%, -14%, 1%, -1.4%, -12%, -12%
- O=C(O)Cc1sc(-c2cccnc2)nc1-c1ccc(Br)cc1
 : 2%, ?, -29%, -1%, 0%, -0.9%, -6%, -2%
- CN(Cc1ccccc1)C(=O)c1cc2ccccc2o1
 : -2%, ?, -2%[46.1 µM], -11%, -10%, 2.9%, -15%, 8%
- Cc1cccc(C)c1NC(=S)N(CCN1CCCCCC1)Cc1ccco1
 : -5%, 1%, -20%, 1%, -13%, 0.1%, -10%, -1%
- COCCn1nnnc1C(c1cccc(OC)c1OC)N1CCN(C2CCCCC2)CC1 (stereo unspecified)
 : -4%, 2%, 3%[46.1 µM], 10%, -9%, 3.2%, 11%, 2%
- O=C1CC(N2CCN(Cc3ccc4c(c3)OCO4)CC2)C(=O)N1c1cccc(Cl)c1 (stereo unspecified)
 : 3%, ?, -2%[46.1 µM], -1%, -8%, -1.0%, -14%, 4%
- O=C(N=NC(=O)c1ccco1)c1ccc2c(O)n(N3C(=O)c4ccccc4C3=O)c(O)c2c1
 : -6%, -4%, 3%, 0%, -3%, 1.1%, -2%, -15%
- Cc1nn(C)c(C)c1/C=C1/SC(=S)NC1=O
 : -19%, ?, -28%[46.1 µM], 0%, ?, 1.1%, -5%, -8%
- COc1cc2c(c(OC)c1OC)CCc1cnoc1-2
 : 8%, ., 5%, -3%, ., -1.1%, -18%, 15%
- CC1(c2ccco2)NC(=O)NC1=O (stereo unspecified)
 : -6%, 8%, -4%[46.1 µM], 2%, 1%, -2.0%, -3%, -10%

Continued:
Sequence of screens – GAA spleen mod, ALDH1A1 block, NPSR antagonist, GAA glycogen mod, GAA inh, Epigenetic derep, Tau fluor counter, aGal spleen mod
- CCOc1ccc(Oc2cc(N)cc([N+](=O)[O-])c2)cc1
 : 4%, -4%, -13%, -10%, 5%, -0.2%, ?, -3%
- Cc1ncc(C(=O)O)c(C(=O)O)c1N
 : 8%, ., 11%, 3%, 1%[15.4 µM], -0.9%, -4%, 17%
- CCOc1c(C(=O)CC)cc2c(C)cc(=O)oc2c1C
 : -5%, -9%, -9%[46.1 µM], 4%, 2%, 1.1%, -9%, -1%
- CCc1nnc(NC(=O)Cn2nc(-c3ccccc3OC)ccc2=O)s1
 : -12%, 0%, -26%[7.67 µM], -8%, -2%, 3.4%, -8%, ?
- COCCNC(=O)C1(CC(C)C)C=CCN1C(=O)c1ccccc1 (stereo unspecified)
 : -5%, 5%, ., ., ., 1.1%, -1%, 4%
- COCC(C)NCc1cccc2ccccc12 (stereo unspecified)
 : 2%, ?, 7%, -1%, -27%, 4.5%, -9%, 2%
- O=C(COC(=O)[C@@H]1CCCN1S(=O)(=O)c1ccc(Cl)cc1)NC12CC3CC(CC(C3)C1)C2
 : -2%, ?, -24%[46.1 µM], -7%, 4%, -0.9%, -11%, -1%
- O=c1[nH]cnc2ccsc12
 : -16%, 5%, 16%, -2%, 2%, 1.0%, 4%, 5%
- O=C(OCc1ccc(COC(=O)c2cccnc2Cl)cc1)c1cccnc1Cl
 : -26%, -3%, -16%, 2%, -1%, -1.5%, -15%, 1%
- CCOc1ccccc1N(CC(=O)OC)S(C)(=O)=O
 : 2%, -14%, 6%[46.1 µM], -5%, 9%, 1.0%, 3%, 1%
- NN/C(=C\[N+](=O)[O-])Nc1ccc(Cl)cc1
 : -4%, 28µM*, 2%, -15%, -13%, -7.3%, ?, 6%
- CN1CCCC(OC(=O)c2ccc3c(c2)OCCO3)C1 (stereo unspecified)
 : -6%, -6%, -4%[46.1 µM], 7%, -7%, -3.3%, 10%, 16%
- COc1ccc(S(=O)(=O)NCCC(C)C)cc1C
 : -6%, -7%, 5%[46.1 µM], 1%, 2%, -1.5%, -8%, -8%
- Cn1ccnc1SCC(=O)Nc1cc(S(=O)(=O)N2CCOCC2)ccc1Cl
 : -4%, -8%, 6%, 4%, -20%, -1.0%, -8%, 0%
- O=C1NC(c2ccccc2)CCC1(Cl)Cl (stereo unspecified)
 : -7%, 1%, 4%, -1%, 1%, -2.0%, -10%, -2%
- CCOC(=O)Cc1ccc(NC(=O)c2cccc([N+](=O)[O-])c2)cc1
 : -1%, 2%, 6%, 18%, 6%, 4.7%, -13%, -7%
- CCCC(=O)n1nc(-c2ccccc2)nc1N
 : 2%, 8%, -6%[46.1 µM], -7%, 3%, 0.0%, -1%, 3%
- Cc1nonc1N1CCN(Cc2cn[nH]c2-c2ccc(F)cc2F)CC1
 : -10%, -3%, 0%, -4%, 2%, -1.1%, -16%, 3%
- COc1ccc(-n2nnnc2S(=O)(=O)CC(=O)N2CCCCC2)cc1
 : 2%, 6.3µM*, -9%[46.1 µM], -16%, -14%, -3.7%, -4%, 2%
- CCOC(=O)C1CCCCN1Cc1ccc(OC)c(OC)c1 (stereo unspecified)
 : -2%, ., 15%, 0%, ., -1.9%, 8%, 0%
- Cc1nc(SCC(O)CCl)c([N+](=O)[O-])[nH]1 (stereo unspecified)
 : -5%, 14µM*, 5%[46.1 µM], 4%, ?, -1.5%, -4%, -5%
- Cc1ccc2oc(C(=O)NCc3ccc4c(c3)OCO4)c(C)c2c1
 : -7%, -7%, -18%[46.1 µM], -6%, -9%, -2.9%, -16%, -3%
- N#C/C(N)=C(/C#N)N=Cc1cccc(Cl)c1
 : -7%, ., -32%, ?, ., 6.8%, ?, 7%
- CSc1ccc(S(=O)(=O)N(C)Cc2ccccc2)cc1
 : -3%, ?, -17%, 8%, -1%, -0.3%, -22%, -3%
- Cc1ccc(Cn2ncc3c(N4CCN(CC#N)CC4)ncnc32)cc1
 : -9%, -2%, -1%, -8%, -1%, 0.0%, -8%, 1%
- Cc1ccc(S(=O)(=O)N(C)c2c(C)ccc(S(N)(=O)=O)c2C)cc1
 : 2%, -6%, 6%, -10%, -22%, 4.8%, -1%, -2%
- CCOC(=O)N/N=C/C=C/c1ccccc1
 : 3%, -10%, -9%, 4%, 2%, -1.6%, -4%, 3%
- Cc1ccc(NC2=C(Cl)C(=O)OC2OC(=O)c2ccco2)cc1C (stereo unspecified)
 : 7%, -9%, -15%, 2%, ?, ?, -16%, 3%
- O=C(COC(=O)/C=C/c1ccccc1[N+](=O)[O-])Nc1ccc(OC(F)F)cc1
 : -9%, 14%, 10%, 7%, -2%, -3.0%, -12%, -9%
- COc1ccc(NC(=S)N/N=C2\CC(C)(C)Oc3ccc(O)cc32)cc1
 : -2%, ?, -10%, 8.9µM*, -5%, -1.0%, 28µM*[quencher], -4%

Another view of two compounds above:
mol	GAA spleen mod	ALDH1A1 block	NPSR antagonist	GAA glycogen mod	GAA inh	Epigenetic derep	Tau fluor counter	aGal spleen mod
Cc1ncc(C(=O)O)c(C(=O)O)c1N	8%	.	11%	3%	1%[15.4 µM]	-0.9%	-4%	17%
CCOc1c(C(=O)CC)cc2c(C)cc(=O)oc2c1C	-5%	-9%	-9%[46.1 µM]	4%	2%	1.1%	-9%	-1%

A portion of the library; rates above refer to the full screens.
